# GPR55 activation – GPR55 agonists via beta-arrestin recruitment, primary screen, imaging, U2OS cells, beta-arrestin-GFP redistribution (AID 1961); U2OS GPR55 beta-arrestin-GFP redistribution imaging; higher % means a stronger effect; one-dose activation, % at 10 µM; EC50 in µM for titrated hits; actives 0.048% (n = 290,000);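 active = activation above 40% with more than 50 cells counted in the well; inconclusive = wells holding fewer than 50 cells, flagged as toxic or sparse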;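 also: U2OS osteosarcoma cells stably expressing GPR55 and beta-arrestin-GFP; plate controls were DMSO negative control for no effect and LPI positive control for full effect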
# NTR1 agonist – agonists of NTR1, primary screen, imaging, U2OS cells, beta-arrestin-GFP, high content (AID 493036); actives 0.17% (n = 330,000); NTR1-U2OS beta-arrestin-GFP spot imaging, agonist mode; Neurotensin receptor type 1 (Homo sapiens), P30989; activation, % at 20 µM;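 active = activation at or above 40% of the spot to cytoplasm intensity ratio, with at least 20 cells analyzed; inconclusive = wells under 20 cells, flagged as cytotoxic or low count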;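 also: 0% = DMSO without peptide and 100% = 100 nM NTR1 peptide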
# Target sequence (P30989 whole entry, looked up): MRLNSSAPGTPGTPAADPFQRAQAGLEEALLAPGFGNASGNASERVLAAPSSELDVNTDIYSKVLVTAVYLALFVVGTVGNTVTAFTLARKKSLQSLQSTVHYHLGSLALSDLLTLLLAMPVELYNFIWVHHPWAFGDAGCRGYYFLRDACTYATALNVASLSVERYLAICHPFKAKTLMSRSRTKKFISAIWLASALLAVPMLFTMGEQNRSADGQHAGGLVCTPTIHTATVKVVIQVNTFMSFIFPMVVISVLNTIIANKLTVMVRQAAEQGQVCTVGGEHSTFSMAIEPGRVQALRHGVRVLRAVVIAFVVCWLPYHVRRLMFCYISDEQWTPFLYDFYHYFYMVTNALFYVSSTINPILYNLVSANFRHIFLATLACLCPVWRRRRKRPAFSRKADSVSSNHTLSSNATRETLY
# GPR55 antagonists – GPR55 antagonists blocking LPI-driven arrestin recruitment, primary screen, imaging, U2OS, beta-arrestin-GFP, LPI agonist (AID 2013). G-protein coupled receptor 55 (Homo sapiens). U2OS GPR55 beta-arrestin-GFP translocation imaging, LPI antagonism; higher % means a stronger effect. inhibition, % at 10 µM; hits with a dose series show IC50 in µM. actives 0.13% (n = 290,000);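 active = spots per cell inhibited over 60%, with over 100 cells counted and total cytoplasm intensity under 500,000; inconclusive = wells with under 100 cells, flagged as likely toxic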;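 also: U2OS cells stably carrying GPR55 and arrestin-GFP stimulated by 5 µM LPI near EC80; imaged beta-arrestin-GFP aggregate spots per cell after agonist stimulation; plate controls were LPI-stimulated DMSO wells for no effect and DMSO wells without LPI for full effect; some results filed as inactive read as strong as hits; confirmed hits need IC50 under 10 µM and bright autofluorescent wells are also inconclusive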
# AID2073 – inhibitors of Mint1-CaV2.2 protein interaction, biochemical, HTRF (AID 2073); inhibition, % at 20 µM, or IC50 in µM where a hit was titrated; actives 0.19% (n = 290,000); HTRF protein-protein interaction, Mint1-CaV2.2; higher % means a stronger effect; in the data active = inhibition mostly above about 51%, no sharp cut-off; inconclusive = no clear call, values can overlap the other calls; inactive = mostly below about 53%; also: some results filed as inactive read as strong as hits
# Dengue-2 NS5 capping – Dengue-2 NS5 methyltransferase inhibitors, primary screen, biochemical, confirmation dose response (AID 588689); Genome polyprotein (Dengue virus type 2 (strain 16681-PDK53)); actives 0.3% (n = 340,000); Dengue-2 NS5 methyltransferase capping enzyme assay, biochemical; higher % means a stronger effect; one-dose inhibition, % at 25 µM; IC50 in µM for titrated hits; in the data active = a potency from the dose series; inconclusive = inhibition above about 29% without an active follow-up result
# Yfh1-depleted yeast – enhancers of respiration in Yfh1-depleted yeast, dose response, Friedreich's ataxia, plus single-dose screen (AID 1465); fold induction at 50 µM; hits with a dose series show EC50 in µM; actives 0.074% (n = 220,000); S. cerevisiae Yfh1-off respiration, WST-1 reduction, 72 h; higher fold induction means a stronger effect;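 active = fold induction of absorbance versus untreated yeast above a set limit, then at least 30% activation at any dose in follow-up; inconclusive = repeats straddling the limit, or above it without dose testing; inactive = fold induction below the set limit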;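 also: activators that raise dye reduction in frataxin-depleted yeast; strong numbers were not always called active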
# GPR35 antagonists – GPR35 antagonists blocking zaprinast-driven arrestin recruitment, primary screen, imaging, U2OS, beta-arrestin-GFP, zaprinast agonist (AID 2058); U2OS GPR35 beta-arrestin-GFP translocation imaging, zaprinast antagonism; higher % means a stronger effect; inhibition, % at 10 µM, or IC50 in µM where a hit was titrated; actives 0.052% (n = 290,000);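 active = inhibition of at least 50% with at least 30 cells and total cytoplasm GFP at most 10,000,000; inconclusive = under 30 cells or total GFP of 10,000,000 plus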
# Rac1 GTP hydrolysis – MgcRacGAP GTPase-activating activity inhibitors, confirmation, biochemical, ADP Hunter fluorescence; Rac GTPase-activating protein 1 (Homo sapiens); MgcRacGAP-stimulated Rac1 GTP hydrolysis, ADP Hunter fluorescence; higher % means a stronger effect; GST-tagged Rac1 F28L mutant substrate; inhibition, % at 30 µM, or IC50 in µM where a hit was titrated; actives 0.6% (n = 340,000);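 active = first-screen hits whose inhibition reached a set limit at any dose in the follow-up dose series; inconclusive = inhibition above the set first-screen limit but never retested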;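 also: fluorescence reports GDP produced by GAP-driven GTP hydrolysis; strong numbers were not always called active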
# SV40 large T antigen – SV40 large T antigen inhibitors, biochemical (AID 1903); SV40 large T antigen ATPase/helicase inhibition assay; higher % means a stronger effect; inhibition, % at 20 µM; hits with a dose series show IC50 in µM; actives 0.39% (n = 310,000); in the data active = a potency from the dose series; inconclusive = inhibition mostly from about 32% at the one dose, without a potency; inactive = the rest, 99 in 100 with inhibition below about 32%; also: strong numbers were not always called active
# NTR1 agonist cell count 20 µM – further read-out of NTR1 agonist, marked with its call; cell count; measured here: cell count, cytotoxicity flag
# Dengue-2 NS5 capping pilot replicate – also measured in Dengue-2 NS5 capping; calls as there; inhibition, %; measured here: pilot screen replicate inhibition
# Active calls of the source: *; i = inactive; ? = inconclusive; · = not tested or not shown.
SMILES,GPR55 activation,NTR1 agonist,NTR1 agonist cell count 20 µM,GPR55 antagonists,AID2073,Dengue-2 NS5 capping,Yfh1-depleted yeast,GPR35 antagonists,Rac1 GTP hydrolysis,SV40 large T antigen,others
Cc1ccc(-c2cnc(NC(=O)CCC(=O)N3CCCCC3)n2C)cc1,-2.3%,-1.4,56,2%,-8%,-4%,i,8%,0%,13%,
Cc1ccc2c(c1)N(C(=O)CCC(=O)Nc1ccccc1Cl)CC(C)O2 (stereo not drawn),-0.1%,0.9,65,-5%,5%,0%,·,-7%,13%,16%,
CCC1CCCCN1S(=O)(=O)c1ccc(C(=O)Nc2nnc(C3=COCCO3)o2)cc1 (stereo not drawn),0.0%,-0.4,80,7%,11%,3%,·,5%,5%,12%,
CCn1c(SCC(=O)Nc2nnc(C)s2)nnc1C(C)NC(=O)c1ccccc1 (stereo not drawn),-0.1%,-1.6,50,-4%,0%,-2%,·,0%,11%,-5%,
Cc1cccc(C(=O)NC2CCN(CC(=O)Nc3ccccc3Cl)CC2)c1,-0.3%,-0.5,64,-2%,6%,-2%,·,-6%,10%,9%,
O=C(O)CCCNS(=O)(=O)Cc1ccccc1,0.1%,-0.6,89,-10%,4%,·,i,-9%,0%,-4%,
COC(=O)c1ccc(N2CCN(c3ccccc3)CC2)c(NC(=O)C2CC2)c1,0.0%,3.8,101,-7%,-2%,3%,i,10%,6%,5%,
CC1=C(C(=O)OC(C)C)C(c2ccccn2)n2ncnc2N1 (stereo not drawn),0.2%,-1.4,56,4%,2%,-2%,i,-13%,3%,5%,
O=C1COc2ccc(S(=O)(=O)CCC(=O)NC3CCCCC3)cc2N1,-0.2%,0.6,52,2%,0%,6%,·,8%,10%,6%,
O=C(COC(=O)CCC(=O)c1ccc(F)cc1)Nc1ccc(N2CCOCC2)cc1,-0.1%,2.4,43,8%,-8%,-4%,i,6%,5%,11%,
COc1ccc(S(=O)(=O)N2CCC(Cc3ccccc3)CC2)cc1C(N)=O,-0.2%,0.4,52,-1%,-3%,-9%,·,-1%,4%,4%,
COCCSc1ccccc1C(=O)NCc1cccnc1,-0.3%,-0.1,34,-7%,-14%,-9%,i,-10%,7%,3%,
CCN(CC(=O)Nc1ccc(C)c(F)c1)CC(=O)NC(C)(C)C,0.1%,-0.2,94,25%,3%,-13%,i,3%,11%,4%,
Cc1onc(C(=O)NC2CCCCC2)c1[N+](=O)[O-],0.1%,0.1,64,8%,44%,5%,·,1%,6%,10%,
CCN(CC(=O)Nc1ccc(NC(C)=O)cc1)C(=O)c1cccc(S(=O)(=O)N2c3ccccc3CC2C)c1 (stereo not drawn),·,-1.2,59,·,·,1%,·,·,6%,13%,
COc1cc(C2C(C#N)=C(N)N(N(C)C)C3=C2C(=O)CC(C)(C)C3)ccc1O (stereo not drawn),0.6%,0.6,48,-2%,-16%,-1%,·,-15%,·,12%,
CNc1nc(Nc2ccccc2)nc(OCC(F)(F)F)n1,-0.1%,-0.5,65,-9%,-8%,4%,i,-9%,3%,-5%,
CC(/C=N/NC(=O)c1cccnc1)=C\c1ccccc1,0.5%,-0.6,83,-11%,-13%,3%,i,26%,12%,6%,
O=C(c1ccc(CSCc2ccccc2F)o1)N1CCN(c2ccc(N3CCOCC3)nn2)CC1,-0.1%,0.7,79,-5%,-7%,-1%,i,-10%,14%,18%,
CCCn1c(=N)n(CC(=O)c2cccs2)c2ccccc21,-0.5%,-0.1,43,5%,6%,-10%,i,-6%,3%,20%,
O=[N+]([O-])c1cccc(S(=O)(=O)NCC2CC3CCC2C3)c1 (stereo not drawn),0.0%,1.0,41,-1%,13%,-5%,·,10%,·,19%,
Clc1nc(CN2CCOCC2)nc2sc3c(c12)CCC3,-0.4%,0.3,43,19%,8%,-6%,i,10%,6%,3%,
C#CCOCCOCCOCCNc1nc(N2CCN(C(=O)CCCCCCCCCCNC(=O)[C@@H](CCSC)n3cc(CCO)nn3)CC2)nc(N2CCN(C(=O)CCCCCCCCCCNC(=O)[C@H]([C@@H](C)CC)n3cc(CCCCN=C(N)N)nn3)CC2)n1,·,11,85,·,·,-2%,·,·,10%,5%,
CCOC(=O)C1=C(O)/C(=C/c2cccc(OC)c2O)N=C1C,-0.1%,0.6,100,-7%,-26%,0%,i,-7%,31%,16µM*,
COC(=O)c1c(-c2ccc(C(C)(C)C)cc2)csc1NC(=O)C1C2CCC(O2)C1C(=O)O (stereo not drawn),0.7%,2.4,45,9%,-13%,11%,i,-2%,22%,16%,
O=C(NC1CCOCC1)C1CCC(=O)N(CCc2cccc(F)c2)C1 (stereo not drawn),-0.1%,0.1,62,7%,5%,-1%,·,5%,4%,9%,
CCOc1cc(C=O)cc(N=Nc2cccc([N+](=O)[O-])c2)c1O,-0.1%,1.1,73,3%,0%,10%,·,1%,9%,9%,Dengue-2 NS5 capping pilot replicate=-4.9
CCc1ccc(NC(=O)C2CCCN2S(=O)(=O)c2ccc3c(c2)n(C)c(=O)c(=O)n3C)cc1 (stereo not drawn),-0.1%,0.5,65,-2%,1%,-6%,i,-8%,15%,10%,
CC(C)(C)c1ccc(OCCCNC2CCCC2)cc1,-0.1%,0.1,34,0%,-3%,·,i,-6%,20%,4%,
CCCCN(Cc1cc2cc(C)ccc2[nH]c1=O)C(=O)c1ccccn1,-0.3%,3.3,54,6%,-8%,4%,i,-2%,12%,7%,
COC(=O)CN(C)C(=O)c1ccc(OC2CCN(S(=O)(=O)N(C)C)CC2)cc1,-0.3%,0.6,49,-2%,-7%,0%,·,2%,6%,5%,
COc1ccc(-c2cc3nc(C)cc(C)n3n2)cc1,-0.1%,-4.2,88,11%,10%,0%,i,0%,7%,4%,
COc1ccc(NC(=O)COC(=O)C2CC3C=CC2C3)cc1 (stereo not drawn),-0.2%,0.9,39,-14%,-4%,-9%,i,-1%,3%,5%,
CCN1CCCC1CNC(=O)C1c2ccccc2C(=O)N(CCOC)C1c1ccc(F)cc1 (stereo not drawn),-0.1%,-0.8,88,4%,-10%,-8%,i,-3%,2%,-2%,
COc1ccc(OCC(=O)N/N=C2\CCCCc3ccccc32)cc1,0.4%,-0.8,52,4%,5%,-4%,i,-13%,2%,0%,
COc1ccccc1Cn1c(=O)c2ccccc2n2c(SCc3csc(C)n3)nnc12,-0.2%,-0.7,58,-2%,4%,-1%,i,12%,5%,11%,
Cc1cc(C)cc(OCC(=O)NNC(=S)NC(=O)C2CC2)c1,-0.1%,0.3,67,-2%,-22%,1%,·,-4%,11%,13%,
COc1cccc(N(CC(=O)NCC2CCCO2)C(=O)CNS(=O)(=O)c2ccccc2)c1 (stereo not drawn),-0.4%,0.6,62,0%,8%,-7%,i,7%,0%,5%,
Cc1nc2c(O)cccc2cc1CO,-0.1%,-0.1,94,12%,4%,-8%,i,13%,10%,5%,
Cc1c(CN2CCCC(C(=O)c3cccc(Cl)c3)C2)c(=O)n(-c2ccccc2)n1C (stereo not drawn),-0.1%,0.5,33,12%,3%,4%,i,-8%,6%,2%,
O=[N+]([O-])c1ccc(N/N=C/C=C/c2ccco2)cc1,·,4.0,51,·,·,?,·,·,10%,21%,
Cc1ccc(/C=C2\SC(=S)N(CCCC(=O)N3CCOCC3)C2=O)cc1,-0.1%,2.9,66,5%,2%,1%,·,15%,12%,3%,
O=C(O)c1ccc(/C=C2\COc3ccccc3C2=O)cc1,-0.2%,4.8,54,-7%,38%,20%,·,-3%,9%,18%,
O=C(Nc1ccccc1C(=O)NCc1ccccc1)c1ccccc1Br,0.0%,0.2,40,-4%,3%,-1%,i,-13%,5%,16%,
COc1cc(C(=O)Nc2ccc(NC(=O)c3ccccc3)nc2)cc(OC)c1OC,0.7%,-0.1,52,3%,3%,-2%,·,-2%,10%,8%,
Cc1ccc(Cc2cnc(NC(=O)CN3CCOCC3)s2)cc1Cl,-0.3%,3.1,59,4%,15%,-1%,i,8%,-2%,-12%,
Cc1sc2ncnc(SCC(=O)N3c4ccccc4Sc4ccc(Cl)cc43)c2c1C,0.4%,0.0,71,12%,13%,5%,i,-8%,6%,21%,
Cc1ccccc1C(=O)/C(C#N)=N/Nc1c(C)n(C)n(-c2ccccc2)c1=O,-0.3%,·,·,4%,-3%,0%,60µM*,12%,12%,18%,
Nn1cc(-c2ccccc2)nc1SCC(=O)NCCc1ccccc1,-0.3%,0.9,52,-8%,-12%,1%,i,-7%,-3%,5%,
Cc1cc(C)c2[nH]c(=O)c(CN(Cc3nnnn3C3CCCC3)C3CCCCC3)cc2c1,-0.3%,·,·,0%,-11%,-3%,i,5%,8%,13%,
COC(=O)/C=C1/S/C(=N/N=C/c2ccco2)NC1=O,0.0%,0.6,69,2%,9%,·,i,5%,·,16%,
CCN(CC)C(=O)CCc1nc2sc3c(c2c(=O)[nH]1)CCCC3,0.2%,0.8,50,-16%,-1%,-6%,i,2%,11%,5%,
Cc1ccc(-c2cc(NC(=O)CSc3n[nH]c(N)n3)n(-c3ccccc3)n2)cc1,0.0%,4.1,79,18%,-8%,1%,i,-1%,10%,19%,
O=C(Nc1ncccc1O)c1cccc(S(=O)(=O)N2CCc3ccccc32)c1,0.2%,1.0,37,-10%,2%,2%,i,-16%,13%,0%,

# A section of the results above:
SMILES,GPR55 activation,NTR1 agonist,NTR1 agonist cell count 20 µM,GPR55 antagonists,AID2073,Dengue-2 NS5 capping,Yfh1-depleted yeast,GPR35 antagonists,Rac1 GTP hydrolysis,SV40 large T antigen,others
COC(=O)CN(C)C(=O)c1ccc(OC2CCN(S(=O)(=O)N(C)C)CC2)cc1,-0.3%,0.6,49,-2%,-7%,0%,·,2%,6%,5%,
COc1ccc(-c2cc3nc(C)cc(C)n3n2)cc1,-0.1%,-4.2,88,11%,10%,0%,i,0%,7%,4%,
COc1ccc(NC(=O)COC(=O)C2CC3C=CC2C3)cc1 (stereo not drawn),-0.2%,0.9,39,-14%,-4%,-9%,i,-1%,3%,5%,
